# Bioassay records from PubChem BioAssay.
# NALP1 yeast inh – inhibitors of NALP1 inflammasome in yeast; AID 2071; inhibition, % at 10 µM; 0.61% of 280,000 active; S. cerevisiae NALP1/ASC/caspase-1 growth, X-gal OD620, 72 h; in the data active means inhibition mostly above about 24%, no sharp cut-off; inactive means mostly below about 32%; further: some compounds called inactive have numbers as strong as hits
# IDE cell inh – inhibits human insulin-degrading enzyme in HEK cells; P14735; FAbetaB cleavage, fluorescence polarization; inhibition, % at 5.59 µM; 0.41% of 320,000 active; AID 434962;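 active means percent inhibition above the average of all tested compounds plus 3 SD, set per screening campaign, cut at about 16% in these data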;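 further: IDE supplied by intact live HEK cells; FP after avidin binding of uncleaved biotin substrate so inhibition keeps polarization high; 0% = DMSO wells and 100% = 60 µM reference IDE inhibitor Ii1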
# PfM18AAP inh – PfM18AAP enzyme inhibition; recombinant PfM18AAP, H-Glu-NHMec fluorogenic cleavage; inhibition, % at 7.35 µM; 1.2% of 290,000 active; AID 1822;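 active means inhibition above the campaign mean inhibition over all tested compounds plus 3 SD, cut at about 28% in these data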;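 further: 0% = plate median of test compound wells and 100% = 2 mM ZnCl2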
# IMP-1 inh – blocks Pseudomonas aeruginosa IMP-1 metallo-beta-lactamase; 0.45% of 290,000 active; inhibition, % at 5.6 µM; purified IMP-1, nitrocefin hydrolysis, epi-absorbance fluorescence;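 active means inhibition above the mean plus 3 SD of all compounds in the same screening run, cut at about 4.5% in these data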;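 further: 0% = IMP-1 with DMSO and 100% = DMSO wells lacking enzyme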
#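 System: Purified recombinant IMP-1 metallo-beta-lactamase enzyme | Measured by: Fluorescence quenching readout, ex 480/em 530 nm | Replication: Singlicate | Incubation: 15 min preincubation plus 25 min reaction at 25 °C | Evaluation: Percent inhibition from optical density relative to buffer-blank wells | Benchmarks: DMSO with and without IMP-1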
# PHOSPHO1 inh – PHOSPHO1 (human) inhibition; Q8TCT1; recombinant PHOSPHO1, absorbance phosphatase assay; inhibition, % at 13.3 µM; 1.1% of 290,000 active; in the data active means inhibition above about 60%
# Target sequence (Q8TCT1 whole entry, looked up): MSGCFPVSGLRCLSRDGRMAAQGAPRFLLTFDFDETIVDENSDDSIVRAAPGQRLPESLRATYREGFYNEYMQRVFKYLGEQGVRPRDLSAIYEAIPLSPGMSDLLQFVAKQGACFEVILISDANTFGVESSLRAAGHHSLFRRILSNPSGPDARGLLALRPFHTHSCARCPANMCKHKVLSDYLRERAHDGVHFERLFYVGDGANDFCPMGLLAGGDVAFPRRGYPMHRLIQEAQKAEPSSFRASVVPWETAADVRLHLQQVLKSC
# GPR7 antag – antagonists of human GPR7 (neuropeptides B/W receptor 1) | AID 1861 | inhibition, % at 4.4 µM | P48145 | GPR7-expressing cells, fluorescence antagonist assay | 1.1% of 290,000 active; in the data active means inhibition above about 16%, passing the limit was not always enough;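 further: cells stimulated with the agonist NPW; 0% = agonist with vehicle and 100% = vehicle without agonist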
# Target sequence (P48145 whole entry, looked up): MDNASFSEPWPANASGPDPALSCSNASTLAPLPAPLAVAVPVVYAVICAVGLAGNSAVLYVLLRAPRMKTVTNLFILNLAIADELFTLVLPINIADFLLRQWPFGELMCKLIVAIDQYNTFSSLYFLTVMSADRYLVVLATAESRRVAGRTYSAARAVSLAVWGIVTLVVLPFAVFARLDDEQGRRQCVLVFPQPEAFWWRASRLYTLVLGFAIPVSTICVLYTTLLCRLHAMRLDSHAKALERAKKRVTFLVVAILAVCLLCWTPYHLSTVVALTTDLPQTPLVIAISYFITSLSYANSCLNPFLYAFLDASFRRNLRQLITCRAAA
# VIM-2 inh – inhibitors of Pseudomonas aeruginosa VIM-2 metallo-beta-lactamase. purified VIM-2, nitrocefin hydrolysis, epi-absorbance fluorescence. inhibition, % at 5.6 µM. 0.89% of 290,000 active. AID 1527;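 active means inhibition above the mean of all tested compounds plus 3 SD, cutoff set per screening run, cut at about 7.5% in these data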;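 further: red hydrolysis product quenches plate fluorescence so inhibitors raise well fluorescence; 0% = enzyme with DMSO and 100% = DMSO without enzyme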
# IDE act – activators of human insulin-degrading enzyme in cells | P14735 | HEK cells, FAbeta-B cleavage, fluorescence polarization; 0% vehicle, 100% cell-free pure enzyme wells | activation, % at 5.96 µM | 0.073% of 340,000 active | AID 493087;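 active means activation above the mean of all tested compounds plus 3 SD, set per screening campaign, cut at about 17% in these data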
# p-CIP stab down – compounds decreasing mouse p/CIP protein stability; Q05BA5; F442A p/CIP-EGFP cells, EGFP fluorescence, 16 h; decrease of EGFP signal, % at 10 µM; 0.01% of 290,000 active; AID 1984;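 active means EGFP signal decrease of at least 30% at 10 µM or well 3 SD below plate mean, unless failing retest; inactive means the rest, including hits failing retest or dose response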; further: some compounds called inactive have numbers as strong as hits; many of its hits are not listed in these tables
# * = called active by the depositor; nt = not tested or not shown.
SMILES,NALP1 yeast inh,IDE cell inh,PfM18AAP inh,IMP-1 inh,PHOSPHO1 inh,GPR7 antag,VIM-2 inh,IDE act,p-CIP stab down
O=C(CO/N=C/c1ccccc1OC(F)F)NCc1cccs1,27,4,-20,-1.8,0,2,-3.6,1,1
CC(C)c1ccc(S(=O)(=O)c2nnn3c2nc(N2CCCCC2)c2ccccc23)cc1,28,2,-4,-1.4,-12,-5,0.1,5,-11
CCCCC(CC)C1OCC(CN2CCCCC2)O1 (configuration not stated),nt,-1,3,-2.1,8,-10,-2.0,6,-2
COC(=O)CC1C(=O)NCCN1C(=O)c1ccccc1 (configuration not stated),2,-2,1,-0.6,-13,-7,-3.1,4,0
COc1cc2c(cc1OC)CN(C(=S)Nc1c(C)cccc1C)CC2,23,-5,-1,-0.8,-5,2,-0.4,5,2
COc1ccccc1NC(C)C(=O)N/N=C/c1cccs1 (configuration not stated),2,3,-5,-2.0,-30,-2,-1.8,6,-3
CCCCn1c(SCC(=O)NCC2CCCO2)nc2ccc(N3CCOCC3)cc2c1=O (configuration not stated),-1,0,2,-1.9,-7,3,-1.7,1,2
COc1ccc(-c2noc(CCC(=O)NCCc3ccccc3)n2)cc1OC,4,nt,-16,-3.9,18,-7,-2.1,-2,-17
CC(C)[C@H](NC(=O)c1c(F)cccc1F)C(=O)OCC(=O)NC(=O)NC1CCCC1,6,3,10,-2.6,46,-2,-3.6,3,-9
O=C(CNS(=O)(=O)c1ccc(Br)cc1)N1CCN(Cc2ccccc2)CC1,6,-1,-17,-1.4,13,4,0.5,1,-23
COc1ccc(C2/C(=C(\O)c3ccc4c(c3)OCCO4)C(=O)C(=O)N2CCCN(C)C)cc1 (configuration not stated),21,3,-3,-0.6,11,5,1.4,5,-9
O=C(O)c1cn(C2CC2)c2cc(N3CCOCC3)c(F)cc2c1=O,nt,nt,-4,-5.0,nt,-7,-0.4,nt,nt
COc1ccc(N2CCN(Cc3nc4ccccc4c(=O)[nH]3)CC2)cc1,8,1,-4,-2.2,20,-3,-0.2,3,-9
Cc1c(NC(=O)COC(=O)C23CC4CC(CC(O)(C4)C2)C3)c(=O)n(-c2ccccc2)n1C,0,2,-4,0.6,-37,3,1.0,1,11
Cc1c(Cl)cccc1NC(=O)COc1ccc(S(=O)(=O)N2CCOCC2)cc1,6,-1,-1,4.4,3,3,-0.4,3,4
OC(COC(c1ccc(F)cc1)c1ccc(F)cc1)CN1CCCC(C(F)(F)F)C1 (configuration not stated),-5,-1,5,-2.6,56,-20,-2.3,-2,4
CC(c1ccc(F)cc1)n1c(-c2ccc3ccccc3n2)n[nH]c1=S (configuration not stated),-1,2,-5,-1.7,-5,-13,-2.5,-2,6
Cc1ccc(NCC(=O)N/N=C/c2cc(O)ccc2[N+](=O)[O-])cc1,1,5,21,-1.9,39,0,-4.1,nt,-9
Brc1ccc2ncnc(Nc3cccc4ccccc34)c2c1,23,-2,8,-1.0,50,-10,0.6,2,2
O=C(Oc1ccc(C(=S)N2CCOCC2)cc1Br)c1cc(Cl)ccc1Cl,0,3,5,-0.8,8,-3,-3.4,0,-3
Cc1ccc(NC(=O)c2ccc(OC(F)F)cc2)cc1S(=O)(=O)N(C)C,31,1,-5,-0.7,-3,-8,1.0,-4,-3
CCN(CC)c1ccc(/C=N/NC(=O)c2c(Cl)c(C)nn2C)cc1,20,2,-1,-2.5,0,-10,-1.1,1,-8
CCn1c2ccccc2c2cc(CN3CCN(C(=O)c4ccco4)CC3)ccc21,23,1,7,-2.9,-6,4,-2.8,-3,-19
O=C(Nc1ccccc1)c1sc(N2CCOCC2)nc1-c1ccccc1,22,6,-9,3.0,-14,3,1.9,-5,-10
Cc1ccc(NC(=O)c2ccc(NC(=O)c3ccccc3)cc2)cc1C,3,9,-1,-4.2,15,3,-0.9,2,1
COc1ccc(C(=O)NCCn2ccc3ccccc32)cc1,10,0,-6,-1.9,6,-10,-1.2,6,-4
Cc1ccc(/C=N/NC(=O)CSc2ccccn2)o1,20,10,6,-3.6,24,-16,-3.9,3,-3
C=CCSc1nnc(NC(=O)CSc2ccccn2)s1,nt,11,4,-3.9,15,-18,-4.6,nt,-4
COc1cccc(C(=O)Nc2nc(-c3ccc(S(=O)(=O)N4CCOCC4)cc3)cs2)c1,22,40*,-1,-4.6,7,-1,-1.1,-20,-4
COc1cc(C(=O)N2CCC(NC(=O)C(Cc3ccccc3)NC(C)=O)CC2)cc(OC)c1OC (configuration not stated),6,7,4,1.5,-12,-13,-1.9,5,0
OCCC1CN(Cc2ccon2)CCN1Cc1ccccc1 (configuration not stated),20,1,-2,0.0,32,5,-2.2,4,-11
Cc1ccc2nc(NC(=O)c3ccc(OCC4CCCO4)cc3)sc2c1 (configuration not stated),12,-3,-9,1.2,14,8,0.3,1,-4
CCOC(=O)c1cc2occc2n1CC(=O)NC1CCCCC1C (configuration not stated),4,-1,-2,0.2,-14,5,-0.1,-4,-6
CCCCN(CCCC)C(=O)C[n+]1cccc(/C=N/O)c1,26,-5,-1,-1.7,-11,-3,-2.8,-1,-3
O=C(NCC(=O)N(Cc1ccco1)C(C(=O)NC1CCCCC1)c1ccncc1)c1cccs1 (configuration not stated),nt,-1,1,-2.5,45,-10,-2.0,-2,-10
O=S(=O)(Nc1cc(C(F)(F)F)ccc1N1CCOCC1)c1ccccc1,14,5,4,-3.6,33,3,-4.9,7,-5
Cc1[nH]c2ccccc2c1C(Nc1nccs1)c1ccncc1 (configuration not stated),25,1,-10,-4.0,-1,2,0.4,3,-8
CN(C(=O)c1ccc([N+](=O)[O-])cc1)c1ccccc1C(=O)NCc1ccccc1,8,0,-6,-1.8,nt,-19,0.1,-2,-3
CC(=O)Nc1ccc(N2CCCC2)cc1,14,0,13,-3.2,26,-7,-3.8,7,0
COc1cc(OC)c(NC(=O)/C=C/C(=O)O)cc1Cl,-2,-1,10,-0.6,-2,-4,0.5,nt,1
C/C(Cn1cnc([N+](=O)[O-])n1)=N\NC(=O)c1ccncc1,19,1,6,-0.2,-11,2,-1.1,-2,-12
Cc1c(NC(=O)CN2c3ccccc3CC2C)c(=O)n(-c2ccccc2)n1C (configuration not stated),-13,-5,3,-4.0,-24,-6,-3.9,-1,14
O=C1CCC(=O)N1CCSC(=S)N1CCSCC1,-6,0,-4,-3.1,20,-21,-2.1,2,-3
N/C(=N\OCc1ccc([N+](=O)[O-])cc1)c1ccncc1,17,4,-3,0.2,-20,-13,-2.1,-5,10
O=C(COc1ccccc1)c1cn(CC(=O)N2CCOCC2)c2ccccc12,3,4,1,-5.0,25,-9,-3.6,-5,-14
CCCCn1c(/C=C/c2ccco2)nc2ccccc21,55*,7,-4,-4.3,-19,-8,-4.4,0,-7
O=C1N=C(N2C=CC(=C3C=CNC=C3)C=C2)/C(=C/N=NC(=O)c2ccccc2)S1,0,-3,14,-3.2,20,-5,-0.1,6,9
Cc1nc(SCc2ccc(F)cc2)c2oc3ccccc3c2n1,19,-5,-6,-1.5,16,-8,0.5,-5,-4
COc1cc(NC(=O)CN2CCCCC2)c(C)cc1[N+](=O)[O-],5,1,-6,-1.9,-11,-6,-3.2,5,-12
CC(=O)O/N=C(\N)c1cnn2c(C(F)(F)F)cc(C(F)(F)F)nc12,-14,-8,-4,-2.3,29,-13,-1.7,1,-1
CC(=O)C1=C(C)OC(N)=C(C#N)C1c1cc([N+](=O)[O-])ccc1Cl (configuration not stated),19,-5,1,-1.5,3,5,-1.5,1,-5
Cc1nc2ccn(Cc3ccccc3)c(=O)c2cc1C(=O)N1CCN(c2ccc(F)cc2)CC1,21,1,1,-2.7,32,0,-1.5,3,-27
CC(C)N(C(=O)CSc1nnc(CN2CCCCCC2=O)n1-c1ccccn1)C(C)C,-8,-3,4,-3.8,-27,-7,-2.0,-4,3
C=CCN(CC=C)C(=O)C(=O)c1cc(C)n(-c2ccc([N+](=O)[O-])cc2)c1C,-3,-2,0,-1.7,28,-3,-2.4,5,3
CCc1nnc(NS(=O)(=O)c2ccc(N3C(=O)c4ccccc4C3=O)cc2)s1,-6,3,-1,-1.1,-18,-1,-2.9,1,17
CCC(C)C(=O)Nc1cc(OC)c(OC)cc1C(=O)O (configuration not stated),-2,-2,-1,-3.7,4,8,-1.7,2,-3
COc1ccc(S(=O)(=O)Cc2ccc(C(=O)O)o2)cc1,-2,-4,-5,-1.4,20,-2,-1.0,-4,-17
CCCOc1ccc(C(=O)Nc2ccc(Cl)cn2)cc1,-5,2,-7,-3.5,9,-3,-3.4,-1,-4
COc1ccc(NC(=O)CN2CCN(c3ccccc3)CC2)cc1,10,3,-18,-2.2,30,-6,-0.9,4,-5
CCCOc1ccc(NC2=CC(=O)CC(C)(C)C2)cc1,20,3,-6,-1.6,16,2,-0.3,-5,-1

# (list continues)
SMILES,NALP1 yeast inh,IDE cell inh,PfM18AAP inh,IMP-1 inh,PHOSPHO1 inh,GPR7 antag,VIM-2 inh,IDE act,p-CIP stab down
COc1ccccc1C(=O)Nc1ccc2c(c1)nc(CCNC(=O)c1ccco1)n2C,16,3,1,-2.7,30,3,-1.2,2,5
CCCCOc1ccc(CSCCN=C(N)N)cc1,15,nt,-3,-3.3,41,-3,-1.8,9,-14
COc1ccc(OC)c(C2C3=C(CCCC3=O)Nc3nnnn32)c1 (configuration not stated),16,4,-5,-1.8,-6,-10,-1.6,0,-1
O=C(c1cc(-c2ccc3c(c2)OCO3)on1)N1CCN(c2ccc(F)cc2)CC1,11,-5,-8,-4.3,6,-9,-3.3,0,1
Clc1ccccc1CSc1snnc1-c1ccccc1,7,5,0,-1.6,7,3,-0.7,1,-6
COc1ccc(Cc2nnc(SCC(=O)c3cccc([N+](=O)[O-])c3)n2C)cc1,13,-3,1,-1.8,76*,15,-2.1,-2,1
O=C(Nc1cc(S(=O)(=O)N2CCOCC2)ccc1N1CCOCC1)c1ccc(S(=O)(=O)N2CCCCC2)cc1,8,1,0,-1.8,13,-3,-0.9,4,6
Cn1c2ccccc2c2cc(C(=O)N3CCN(CCO)CC3)sc21,21,3,4,-0.6,-26,3,2.3,-8,15
Cc1ccc(C)c(S(=O)(=O)NC(Cc2c[nH]c3ccccc23)C(=O)O)c1 (configuration not stated),0,-7,-11,-2.5,20,-13,0.0,3,-5
CC(=O)N1c2ccc(S(=O)(=O)N3CCCCC3)cc2CC1C(=O)Nc1ccc(C)cc1 (configuration not stated),4,0,-13,-2.3,22,5,-1.1,-2,-13

# At a glance, some entries already given.
SMILES,NALP1 yeast inh,IDE cell inh,PfM18AAP inh,IMP-1 inh,PHOSPHO1 inh,GPR7 antag,VIM-2 inh,IDE act,p-CIP stab down
O=C(c1cc(-c2ccc3c(c2)OCO3)on1)N1CCN(c2ccc(F)cc2)CC1,11,-5,-8,-4.3,6,-9,-3.3,0,1
Clc1ccccc1CSc1snnc1-c1ccccc1,7,5,0,-1.6,7,3,-0.7,1,-6
COc1ccc(Cc2nnc(SCC(=O)c3cccc([N+](=O)[O-])c3)n2C)cc1,13,-3,1,-1.8,76*,15,-2.1,-2,1
O=C(Nc1cc(S(=O)(=O)N2CCOCC2)ccc1N1CCOCC1)c1ccc(S(=O)(=O)N2CCCCC2)cc1,8,1,0,-1.8,13,-3,-0.9,4,6

# Compounds as they come (roughly 5.3% active in at least one column).
